Screening results: PubChem, several laboratories
Pf gamet viab – P. falciparum stage V gametocyte viability inhibition; P. falciparum stage V gametocytes, ATP luminescence, 24 h; inhibition, % at 10.9 µM; 150,000 compounds, 0.065% hits; AID 743093;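 active = inhibition above the mean plus 3 SD of compounds within the control limits, set per campaign, cut at about 38% in these data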;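 also: 0% = DMSO wells and 100% = medium only without gametocytes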
Avidin bead fluor – compound fluoresces at 488/530 nm on avidin beads; compound fluorescence 488/530 nm, flow cytometry; hits give high values; fluorescence (KMESF) at 10 µM; 220,000 compounds, 0.38% hits; in the data active = fluorescence above about 47; also: inactives centre near 10
Rac1 mut GTP – human Rac1 activated mutant GTP binding change; P63000; GST-Rac1 activated beads, fluorescent GTP binding, flow cytometry; actives lie on both sides; 100% means binding = to untreated wells; percent activity (GTP binding), % at 10 µM; 190,000 compounds, 0.11% hits;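 active = GTP binding at least 20 percentage points away from the 100% baseline, in either direction, so actives lie on both sides; inconclusive = Compound likely fluorescent itself, or too few beads counted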
Rab2 wt GTP – changes GTP binding to wildtype dog Rab2A, up or down; 190,000 compounds, 0.19% hits; GTP binding activity, % at 10 µM; GST-Rab2 wt beads, Bodipy-GTP binding, flow cytometry; P61105;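 active = GTP binding activity at least 20 points away from 100%, either lowered or raised; inconclusive = signal likely due to the compound's own green fluorescence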;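 also: 0% = beads with excess unlabeled GTP and 100% = no-compound control corrected for plate trend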
GSH bead fluor – GSH bead compound fluorescence profile; AID 1776; 190,000 compounds, 0.25% hits; fluorescence (KMESF) at 10 µM; GSH beads flow cytometry, compound fluorescence 488/530 nm; hits give high values; in the data active = fluorescence above about 89;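 also: glutathione beads carrying GST-tagged Bcl family fusion proteins plus one bare bead set; values are compound well signal with DMSO vehicle wells as background; inactives centre near 16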
Rac1 wt GTP bind – alters GTP binding to wildtype human Rac1. GST-Rac1 beads, fluorescent GTP binding, flow cytometry; actives lie on both sides; 0 = cold GTP competed, 100 = untreated. GTP binding activity (% of control), % at 10 µM. 190,000 compounds, 0.27% hits. AID 757;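 active = GTP binding activity at least 20 points away from the 100% control level, either lower or higher; inconclusive = compound flagged as likely green fluorescent, judged across all proteins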
Rab7 wt modul – dog Rab7 wildtype GTP binding, inhibitors and activators. GST-Rab7 beads, fluorescent GTP binding, flow cytometry; actives lie on both sides; untreated = 100%, excess cold GTP = 0%. GTP binding activity (percent of control), % at 10 µM. 190,000 compounds, 0.055% hits. AID 758;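 active = fluorescent GTP binding to Rab7 beads changed by at least 20 points from the 100% baseline, either direction, mostly lower; inconclusive = compound itself probably fluorescent, or too few beads counted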;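 also: median green fluorescence of bound Bodipy-FL-GTP per Rab7 bead population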
Cdc42 wt GTP – human Cdc42 wildtype GTP binding change, either direction; AID 761; GST-Cdc42 beads, Bodipy-GTP binding, flow cytometry; actives lie on both sides; P60953; 190,000 compounds, 0.2% hits; percent activity (GTP binding), % at 10 µM;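 active = percent activity GTP binding at least 20 points away from the 100% baseline, either down as inhibitor or up as activator; inconclusive = compound flagged as likely green fluorescent from well-wide comparison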;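 also: median bead fluorescence of bound Bodipy-FL-GTP at 100 nM; 0% = excess unlabeled GTP control and 100% = no compound control; below 100% means less GTP binding so inhibitor and above means activator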
Target sequence (P60953 whole entry, looked up): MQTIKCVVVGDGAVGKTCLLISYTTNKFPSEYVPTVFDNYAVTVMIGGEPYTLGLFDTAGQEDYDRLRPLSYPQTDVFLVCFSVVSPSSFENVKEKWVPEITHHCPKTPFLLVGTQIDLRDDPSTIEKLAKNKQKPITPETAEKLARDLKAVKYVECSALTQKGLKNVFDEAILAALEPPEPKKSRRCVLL
Mcl1 Noxa PPI – Mcl-1/Noxa interaction inhibition. Q07820. TR-FRET Mcl-1/Noxa peptide binding, 2 h. inhibition, % at 21.7 µM. 220,000 compounds, 1.5% hits;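 active = compounds that cut the protein-peptide binding signal by more than 50% relative to plate controls in a single-dose test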;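 also: His-tagged Mcl-1 with rhodamine Noxa BH3 peptide and terbium anti-His antibody; 0% = Mcl-1 plus Noxa peptide wells and 100% = peptide-only wells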
Target sequence (Q07820 whole entry, looked up): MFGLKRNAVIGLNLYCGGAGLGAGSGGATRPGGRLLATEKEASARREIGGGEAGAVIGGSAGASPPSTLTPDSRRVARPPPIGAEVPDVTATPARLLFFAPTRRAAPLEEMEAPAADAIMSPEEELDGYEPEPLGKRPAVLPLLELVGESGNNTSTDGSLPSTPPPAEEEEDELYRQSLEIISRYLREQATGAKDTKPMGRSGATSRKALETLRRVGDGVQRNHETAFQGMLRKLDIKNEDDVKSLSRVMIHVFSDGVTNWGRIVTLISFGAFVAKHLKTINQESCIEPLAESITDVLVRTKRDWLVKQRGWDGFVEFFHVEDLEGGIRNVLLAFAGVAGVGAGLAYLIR
Mcl1 Bid PPI – Mcl-1/Bid interaction inhibition; TR-FRET Mcl-1/Bid-Dy647 peptide binding, 1536-well; inhibition, % at 21.7 µM; 220,000 compounds, 0.97% hits; AID 1021;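 active = compounds that cut the binding signal by more than half at the single screening dose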;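 also: His-tagged Mcl-1 with europium anti-His antibody binding Bid BH3 peptide; 0% = Mcl-1 plus peptide wells and 100% = peptide-only wells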
HRas wt GTP – changes GTP binding to wildtype human HRas | AID 759 | GTP binding activity, % at 10 µM | GST-Ras wt beads, Bodipy-FL-GTP binding, flow cytometry; actives lie on both sides | P01112 | 190,000 compounds, 0.14% hits;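 active = GTP binding activity at least 20% away from the 100% baseline, either lowered as inhibitor or raised as activator; inconclusive = flagged as likely green fluorescent, judged across all proteins in the well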;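 also: 0% = unlabeled GTP competition control and 100% = no-compound control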
Target sequence (P01112 whole entry, looked up): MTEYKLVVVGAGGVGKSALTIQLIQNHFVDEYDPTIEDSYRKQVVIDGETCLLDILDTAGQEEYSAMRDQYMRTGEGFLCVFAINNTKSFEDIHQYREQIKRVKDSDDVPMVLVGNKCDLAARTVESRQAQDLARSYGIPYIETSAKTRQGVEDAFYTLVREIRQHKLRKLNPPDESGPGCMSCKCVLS
* marks the source's active call; other numbers are inactive results; ? = inconclusive; . = not tested or not shown.

SMILES	Pf gamet viab	Avidin bead fluor	Rac1 mut GTP	Rab2 wt GTP	GSH bead fluor	Rac1 wt GTP bind	Rab7 wt modul	Cdc42 wt GTP	Mcl1 Noxa PPI	Mcl1 Bid PPI	HRas wt GTP
COc1cccc(NC(=O)N2CCCC2)c1	-1.6	12	97.0	96.0	12	100.0	95.0	96.0	12.8	-22.6	95.0
CNS(=O)(=O)c1c(C)cc(C)c(N(C)S(=O)(=O)c2ccccc2)c1C	-30.3	9	93.0	97.0	53	99.0	102.0	95.0	20.8	2.2	97.0
CCOc1nc(NC(=O)NS(=O)(=O)c2ccccc2F)nc(-c2ccccc2)n1	2.3	25	?	?	11	?	?	?	-3.0	-10.6	?
CCOCC(=O)Nc1cccc(OC)c1	0.1	37	99.0	101.0	26	103.0	102.0	105.0	-8.3	-2.1	101.0
Cc1ccc(S(=O)(=O)NN=C2CCN(Cc3ccccc3)CC2)cc1	3.0	4	101.0	97.0	7	106.0	95.0	98.0	2.0	-64.2	98.0
CCO[C@H]1OC(C(=O)N2CCN(C)CC2)=C[C@@H](c2csc3ccccc23)[C@@H]1CCCO	7.7	6	96.0	98.0	19	101.0	105.0	98.0	12.8	-1.0	96.0
N#Cc1ccccc1NC(=O)C1SC(=Nc2ccccc2)C(C(=O)Nc2ccc(Cl)cc2)=C1N (stereo not given)	5.3	7	95.0	100.0	18	100.0	105.0	98.0	14.2	5.3	98.0
CCN(CC)c1ccc2oc(=O)c(C)nc2c1	-13.2	4	100.0	100.0	36	101.0	98.0	101.0	-87.2	-20.5	99.0
CNS(=O)(=O)c1ccc(NC(=O)c2ccc(Cl)cc2Cl)cc1	-2.1	3	101.0	101.0	16	106.0	97.0	102.0	4.4	4.0	102.0
CC(=O)c1ccc(OCCCC(=O)Nc2cccc(S(=O)(=O)N(C)C)c2)cc1	-16.5	17	102.0	102.0	12	104.0	97.0	98.0	2.4	-12.8	101.0
Cc1ccc(S(=O)(=O)N2CCCN(c3nc4cc(C)ccc4cc3C#N)CC2)cc1	.	7	100.0	103.0	28	105.0	103.0	100.0	-233.7	-21.6	104.0
c1ccc(-n2cnc3cc(NCc4cccs4)ccc32)cc1	-3.5	38	94.0	96.0	11	96.0	99.0	96.0	4.0	-24.2	98.0
COc1ccccc1/C=N/Nc1cc(N(C)C)nc(N(C)C)n1	-35.8	10	94.0	99.0	21	101.0	108.0	98.0	23.2	-22.5	99.0
NC(=O)CNC1CC(=O)N(CCc2ccccc2)C1=O (stereo not given)	.	19	96.0	98.0	34	97.0	99.0	99.0	5.9	2.5	97.0
O=C(NC1CCCc2ccccc21)c1ccc(Br)cc1 (stereo not given)	-14.4	24	98.0	99.0	11	101.0	101.0	101.0	-1.8	-8.8	99.0
Cc1ccc(-c2csc(NC(=S)NC(=O)c3cccs3)n2)cc1	12.6	14	101.0	100.0	10	100.0	97.0	105.0	17.5	0.9	100.0
CC(C)Cn1c(SC(C)C(=O)Nc2ccc(N3CCOCC3)cc2)nc2ccccc21 (stereo not given)	.	12	101.0	102.0	12	105.0	104.0	102.0	16.4	-24.8	104.0
CCOC(=O)CN(C(=O)CNC(=O)c1cccs1)C(C(=O)NC1CCCCC1)c1cccnc1 (stereo not given)	.	14	94.0	99.0	26	101.0	95.0	97.0	-9.9	-9.8	99.0
CN1CCN(C(=O)CCc2nc3ccccc3c(=O)[nH]2)CC1	.	24	95.0	97.0	25	98.0	100.0	94.0	10.0	4.2	96.0
CC1=CCC2([N+](=O)[O-])CN(CC(=O)O)CC1([N+](=O)[O-])C2 (stereo not given)	16.8	5	100.0	101.0	11	102.0	98.0	102.0	23.8	8.0	100.0
COc1ccc(CN(C(=O)c2ccc3c(c2)OCCO3)C(C(=O)NC2CCCCC2)c2ccc3ncccc3c2)cc1 (stereo not given)	.	8	96.0	96.0	30	99.0	98.0	100.0	-1.2	1.7	98.0
CCCS(=O)(=O)n1nc(-c2ccccc2)cc1N	.	4	95.0	95.0	28	97.0	97.0	94.0	1.0	-14.2	95.0
CCCNc1nc(OCC(F)(F)F)nc(OCC(F)(F)F)n1	13.4	8	99.0	101.0	14	102.0	103.0	101.0	-8.9	-3.2	102.0
CC(=O)c1c(C)[nH]c(C(=O)Nc2nccs2)c1C	-3.5	7	91.0	88.0	9	86.0	94.0	90.0	13.5	-14.0	88.0

One compound at a time (already shown). Values in the order: Pf gamet viab	Avidin bead fluor	Rac1 mut GTP	Rab2 wt GTP	GSH bead fluor	Rac1 wt GTP bind	Rab7 wt modul	Cdc42 wt GTP	Mcl1 Noxa PPI	Mcl1 Bid PPI	HRas wt GTP
CCCNc1nc(OCC(F)(F)F)nc(OCC(F)(F)F)n1 is listed as 13.4	8	99.0	101.0	14	102.0	103.0	101.0	-8.9	-3.2	102.0
Cc1ccc(-c2csc(NC(=S)NC(=O)c3cccs3)n2)cc1 is listed as 12.6	14	101.0	100.0	10	100.0	97.0	105.0	17.5	0.9	100.0
CC(C)Cn1c(SC(C)C(=O)Nc2ccc(N3CCOCC3)cc2)nc2ccccc21 (stereo not given) is listed as .	12	101.0	102.0	12	105.0	104.0	102.0	16.4	-24.8	104.0
CC1=CCC2([N+](=O)[O-])CN(CC(=O)O)CC1([N+](=O)[O-])C2 (stereo not given) is listed as 16.8	5	100.0	101.0	11	102.0	98.0	102.0	23.8	8.0	100.0
CN1CCN(C(=O)CCc2nc3ccccc3c(=O)[nH]2)CC1 is listed as .	24	95.0	97.0	25	98.0	100.0	94.0	10.0	4.2	96.0

(list continues)
SMILES	Pf gamet viab	Avidin bead fluor	Rac1 mut GTP	Rab2 wt GTP	GSH bead fluor	Rac1 wt GTP bind	Rab7 wt modul	Cdc42 wt GTP	Mcl1 Noxa PPI	Mcl1 Bid PPI	HRas wt GTP
CCOC(=O)c1ccc(NC(=O)CN(C)S(=O)(=O)c2ccc(OC)cc2)cc1	.	18	96.0	95.0	24	93.0	98.0	94.0	9.5	3.2	95.0
Cc1csc(NC(=O)CN2CCCCCC2)n1	6.0	7	98.0	99.0	5	100.0	98.0	100.0	37.8	31.6	98.0
Cc1nn(-c2ccccc2)c(C)c1[N+](=O)[O-]	6.0	5	92.0	93.0	15	93.0	101.0	91.0	12.4	-4.8	97.0
CC1(C)CC(=O)C(C=Nc2ccc3c(c2)OCO3)=C(O)C1	.	4	97.0	99.0	44	100.0	99.0	99.0	25.9	-14.0	99.0
CC(C)C(=O)Nc1cccc(C(=O)NCCc2ccc(S(N)(=O)=O)cc2)c1	23.3	12	93.0	95.0	37	91.0	94.0	94.0	.	-14.6	95.0
COc1cccc(C(=O)NCC2CCCO2)c1 (stereo not given)	.	20	100.0	102.0	23	107.0	105.0	102.0	29.3	-31.6	103.0
Cc1cnc(C(=O)Nc2ccc(N3CCCCC3)cc2)cn1	-1.3	13	96.0	99.0	8	101.0	98.0	98.0	5.5	-33.9	99.0
CSc1nnc(-c2ccccc2SC)o1	-4.0	8	95.0	98.0	68	103.0	107.0	96.0	19.9	0.4	96.0
Cc1ccc[n+](C(C)C(=O)Nc2ccc(C)c([N+](=O)[O-])c2)c1 (stereo not given)	.	15	99.0	101.0	31	105.0	104.0	103.0	-9.2	3.2	102.0
O=C(O)c1ccc(Nc2nc(-c3cccnc3)nc3ccccc23)cc1	.	6	?	?	18	?	?	?	-11.8	2.6	?
O=S(=O)(c1ccc(Br)s1)N1CCc2ccccc2C1	3.8	48*	100.0	100.0	26	111.0	101.0	104.0	8.4	6.3	102.0
Cc1ccc2c(c1)N(C(=O)c1ccco1)C(C)(C)c1ssc(=S)c1-2	.	14	94.0	96.0	8	100.0	98.0	95.0	-2.5	-87.2	99.0
CCCCOCCCNC(=O)c1cccs1	.	14	101.0	105.0	7	111.0	102.0	110.0	-2.1	-25.5	105.0
O=[N+]([O-])c1ccc(COc2ncnc3ccccc23)cc1	-21.8	20	94.0	96.0	12	97.0	100.0	95.0	20.2	-0.4	95.0
O=C(O)CSCC(=O)Nc1ccc(S(=O)(=O)N2CCCCC2)cc1	-9.6	14	99.0	105.0	23	105.0	105.0	108.0	-8.4	-17.4	106.0
COc1ccc(Cl)cc1NC(=O)CN(C)CC(=O)Nc1ccc(Br)cc1	16.7	10	99.0	96.0	73	99.0	104.0	95.0	10.1	17.8	96.0
O=C(OC(C(=O)NCc1cccs1)c1ccccn1)c1cccs1 (stereo not given)	.	12	?	?	13	?	?	?	-3.1	13.2	?
CC(C)(C)NC(=O)C(=O)NNC(=O)c1ccccc1Br	1.1	11	95.0	95.0	11	100.0	99.0	97.0	-0.2	-17.9	97.0
Cc1ccc(S(=O)(=O)Nc2ccc(SC(F)F)cc2)c(C)c1	-7.3	1	100.0	99.0	6	99.0	98.0	97.0	19.0	-15.9	100.0
CCC1CCC/C1=N\NC(=O)c1cc(C)[nH]n1 (stereo not given)	-3.2	15	101.0	104.0	20	105.0	96.0	105.0	8.6	-15.5	104.0
N#Cc1ccccc1/C=N/Nc1nc(-c2ccccc2)c2cc(Cl)ccc2n1	.	8	104.0	106.0	19	106.0	100.0	109.0	1.4	24.5	107.0
O=[N+]([O-])c1cc(C(F)(F)F)ccc1NCCCN1CCOCC1	2.4	8	96.0	96.0	11	99.0	101.0	96.0	4.5	-41.0	96.0
C/C(=N\NC(=O)COc1ccc(C)cc1C(C)C)c1ccc(-n2ccnc2)cc1	19.9	8	97.0	93.0	11	99.0	98.0	98.0	8.5	-27.6	97.0
C/C(Cn1cnc([N+](=O)[O-])n1)=N/NC(=O)COc1ccccc1Cl	-6.0	4	99.0	97.0	11	107.0	101.0	100.0	13.8	-16.0	101.0
CCSc1nnc(NC(=O)C2CC(=O)N(Cc3ccc(C)cc3)C2)s1 (stereo not given)	-1.8	6	95.0	93.0	20	95.0	93.0	92.0	-25.9	-6.2	93.0
COc1ccc(CN2CCCC(C(=O)N(C)Cc3ccccc3)C2)cc1OC (stereo not given)	-6.8	30	97.0	102.0	26	103.0	99.0	102.0	7.9	30.8	99.0
O=C([C@H](O)c1ccccc1)N1CCC[C@H]1CO	21.5	3	99.0	102.0	10	106.0	107.0	101.0	6.0	-20.9	102.0
CC(=O)c1c(C)oc2ccc(NS(=O)(=O)c3ccc(O)c(C(=O)O)c3)cc12	.	9	96.0	97.0	50	97.0	99.0	97.0	9.0	25.0	97.0
NNC(=O)c1cc2ccccc2[nH]1	1.3	10	96.0	101.0	14	99.0	90.0	101.0	11.2	-12.5	99.0
Fc1cccc(/C=N/NC(=S)Nc2ccccc2Cl)c1	.	9	101.0	102.0	11	108.0	104.0	104.0	12.3	-21.9	103.0
